USP2a inh = blocks human ubiquitin-specific protease USP2a; USP2 core, Ub-CHOP2 coupled fluorogenic reporter, 485/531; O75604; 330,000 compounds, 0.01% hits; Potency, µM (doses to about 38.3 µM), for the others: top-dose activity change, negative = inhibition, hits mostly inhibitors;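 also: potency is read from the fitted curve at half-maximal effect; plate controls were DMSO wells for no effect and full inhibition by NEM control for full effect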
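USP2 core (10nM final) preincubated 30min RT with compound in 20mM Tris-HCl pH 8.0, 2mM CaCl2, 2mM beta-mercaptoethanol, 0.05% CHAPS; 25nM Ub-CHOP2 plus 25nM reporter substrate added, fluorescence (Ex485/Em531) read after 60min.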
Giardia kill = Giardia lamblia killing; Giardia lamblia trophozoite viability; activity change, % at 7.66 µM, hits read low; 340,000 compounds, 0.15% hits; AID 540267; in the data active = activity change below about -80%; inconclusive = between about -30% and that limit;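 also: parasites exposed to compound for two days anaerobically before the ATP read; % is scaled to controls: 0 for no effect and ±100 for the full control effect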
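Giardia lamblia trophozoites (100 cells/well) were incubated with compounds for 48 h at 37 deg C under anaerobic conditions. Viability was read as ATP content by one-step luminescence after 15-30 min at room temperature.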
TRPV1 agonist = agonists of human vanilloid receptor 1 (TRPV1); Q8NER1; 320,000 compounds, 0.19% hits; activation, % at 8.33 µM; TRPV1-expressing cells, Fluo-8 calcium influx, agonist mode; in the data active = activation above about 80%; inconclusive = between about 30% and that limit; also: 0% is about no effect
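Cells expressing TRPV1 were dye-loaded with Fluo-8 and read kinetically: 10 s baseline, 3 min after compound (agonist portion), then 2 min after EC20 capsaicin (allosteric enhancer portion). Calcium-bound dye fluorescence at 480/520 nm.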
KCNH2 3.1 inh = blocks the human KCNH2 3.1 channel isoform; activity change, % (tested at about 1.8 µM); U2OS KCNH2 3.1, thallium flux FluxOr; stronger effect = lower value; 340,000 compounds, 0.95% hits;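 active = maximum activity change below -70%; inconclusive = maximum activity change from -70% to -50%; inactive = maximum activity change above -50%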;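 also: thallium influx rate constant from kinetic fluorescence after stimulation buffer; % is scaled to controls: 0 for no effect and ±100 for the full control effect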
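Thallium flux via FluxOr fluorescence (Red40 quencher, 45 min loading) in U2OS cells virally expressing the KCNH2 3.1 isoform (1.77 x 10^8 /mL virus, overnight at 37 C). Rate constants from 2-min kinetic reads post-stimulation, normalised to positive and negative controls.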
B2AR arrestin = beta2AR (human) beta-arrestin recruitment activity; P07550; beta-arrestin recruitment to beta2AR, cell-based reporter; Potency, µM (titrated, usually from 46.1 µM), inactives show at the top dose activation, usual class: activators; 330,000 compounds, 0.02% hits; AID 492947;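 also: potency is read from the fitted curve at half-maximal effect; 0% = DMSO controls and full agonism = EC100 isoproterenol or metaproterenol; nearly all actives have a fitted effect of over 65% in size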
Target sequence (P07550 whole entry, looked up): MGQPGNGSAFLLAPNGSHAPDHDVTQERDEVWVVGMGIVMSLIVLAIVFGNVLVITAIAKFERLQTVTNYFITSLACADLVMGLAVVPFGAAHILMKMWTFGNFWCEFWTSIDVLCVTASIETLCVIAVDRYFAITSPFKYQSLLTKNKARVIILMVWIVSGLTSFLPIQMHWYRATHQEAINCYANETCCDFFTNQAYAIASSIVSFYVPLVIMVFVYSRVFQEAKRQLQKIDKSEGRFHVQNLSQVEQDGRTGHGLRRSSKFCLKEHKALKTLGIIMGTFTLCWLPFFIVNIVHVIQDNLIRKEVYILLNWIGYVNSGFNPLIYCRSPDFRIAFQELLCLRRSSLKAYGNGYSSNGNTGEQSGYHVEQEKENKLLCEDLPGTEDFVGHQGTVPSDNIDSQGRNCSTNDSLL
Menin MLL FP TR = displaces Texas Red mutant MLL peptide from human menin | O00255 | Menin + Texas Red MLL mutant peptide, fluorescence polarization | Potency, µM (highest dose often 61.6 µM), inactives show at the top dose FP activity change, negative = inhibition, hits mostly inhibitors | 270,000 compounds, 0.23% hits | AID 1768; active = well fitted inhibition curve with a large enough effect in the polarisation, with a control signal flat, not every such curve was filed as active; inconclusive = small, poorly fitted or top-dose-only effect, or effect the other way, or a change in a side signal; inactive = no such curve, though single readings can be large or run the other way; the % refers to the polarisation; also: potency is read from the fitted curve at half-maximal effect; % of control where 0% means no effect; many of its hits are not listed in these tables
Target sequence (O00255 whole entry, looked up): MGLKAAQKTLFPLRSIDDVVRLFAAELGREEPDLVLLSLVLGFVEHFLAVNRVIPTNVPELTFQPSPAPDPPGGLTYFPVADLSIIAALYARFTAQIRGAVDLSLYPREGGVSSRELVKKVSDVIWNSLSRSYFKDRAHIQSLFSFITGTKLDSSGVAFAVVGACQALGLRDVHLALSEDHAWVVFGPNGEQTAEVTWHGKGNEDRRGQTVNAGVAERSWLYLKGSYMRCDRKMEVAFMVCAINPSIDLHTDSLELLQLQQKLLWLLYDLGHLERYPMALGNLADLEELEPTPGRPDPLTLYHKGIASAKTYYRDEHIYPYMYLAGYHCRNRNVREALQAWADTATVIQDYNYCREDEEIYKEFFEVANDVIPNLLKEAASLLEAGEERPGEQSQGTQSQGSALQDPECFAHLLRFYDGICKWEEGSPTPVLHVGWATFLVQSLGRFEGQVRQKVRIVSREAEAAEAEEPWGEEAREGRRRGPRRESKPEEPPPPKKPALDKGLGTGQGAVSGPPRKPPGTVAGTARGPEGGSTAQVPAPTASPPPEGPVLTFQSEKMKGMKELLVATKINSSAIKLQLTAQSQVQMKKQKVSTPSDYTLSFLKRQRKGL
PKM2 act = increases activity of human pyruvate kinase M2; P14618; purified PKM2, Kinase-Glo ATP luminescence, activation; response scale: 0% is enzyme alone, no compound; Potency, µM (series often up to 57.5 µM), for the others: at the top dose activation, most hits filed as activators; 260,000 compounds, 0.34% hits; AID 1631; also: potency is read from the fitted curve at half-maximal effect; % is scaled to controls: 0 for no effect and ±100 for the full control effect; nearly all actives have a fitted effect of over 55% in size
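Purified hPK-M2 (>95%) run at intermediate activity with 0.1 mM ADP and 0.5 mM PEP in 50 mM imidazole pH 7.2, KCl, MgCl2; 1 h room temperature. ATP formed read by Kinase-Glo luminescence; normalized to uninhibited and no-enzyme controls.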
hERG WT inh = blocks the wildtype human KCNH2 potassium channel | Q12809 | U2OS, BacMam KCNH2, thallium flux FluxOr; stronger effect = lower value | activity change, % at 1.84 µM | 340,000 compounds, 0.37% hits | AID 720551;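 active = maximum activity change below -70%; inconclusive = maximum activity change between -70% and -50%; inactive = maximum activity change above -50%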; also: % is scaled to controls: 0 for no effect and ±100 for the full control effect
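U2OS cells were transduced with wild-type KCNH2 virus (2.03 x 10^8 / mL) for 4 h at room temperature, then cultured overnight at 37 C. Thallium flux was read with FluxOr dye. Rate constants were normalized to DMSO controls.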
GALK inhibitor = galactokinase (human) inhibition. Potency, µM (titrated, usually from 57.5 µM), for inactives: at the highest dose activity change, negative = inhibition, usual class: inhibitors. 270,000 compounds, 0.007% hits. Purified GALK, Kinase-Glo residual ATP luminescence. AID 1868; also: potency is read from the fitted curve at half-maximal effect; % is scaled to controls: 0 for no effect and ±100 for the full control effect
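Galactose (100 uM) and ATP (35 uM) were turned over by 5 nM GALK for 1 h at RT. Kinase-Glo Plus then converted the remaining ATP into a luminescent signal.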
MLL CXXC-DNA inh = MLL CXXC-DNA interaction inhibition | Q03164 | MLL-CXXC / FITC-HOXA9 DNA fluorescence polarization | Potency, µM (series often up to 115 µM), for inactives: at the highest dose activity change, negative = inhibition, most hits filed as inhibitors | 290,000 compounds, 0.037% hits; active = well fitted inhibition curve with a large enough effect in the polarisation, with a control signal flat, not every such curve was filed as active; inconclusive = small, poorly fitted or top-dose-only effect, or effect the other way, or a change in a side signal; inactive = no such curve, though single readings can be large or run the other way; the % refers to the polarisation; also: potency is read from the fitted curve at half-maximal effect
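Steps: dispense CXXC domain solution (7 uM) → pin compounds or unlabeled HOX-A9 DNA control → 5 min ambient → add FLSN-HOX-A9 solution (50 nM) → spin → 30 min ambient → fluorescence polarization. Tris pH 7.5/NaCl/DTT/BSA buffer.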
FBPA coupling cs = counter-screen for Giardia aldolase inhibitors: coupling enzyme system; coupling enzyme system counterscreen, AmpLite Red fluorescence; activity change, negative = inhibition, % at 58.2 µM, hits read low; 290,000 compounds, 0.67% hits; in the data active = activity change below about -30%; also: % is scaled to controls: 0 for no effect and ±100 for the full control effect
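First, compound is pin-transferred into glyceraldehyde-3-phosphate coupling-enzyme reagent at 57.5 uM final and held 10 min at RT. Next, substrate, coupling system and AmpLite Red are added. After 20 min RT, fluorescence (525/598 nm) is read.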
Active calls of the source: *; u = inconclusive; x = no result given; & = joins results of further samples; [ ] = dose if it differs, or a comment. Unless noted, calls follow the shape of the dose curve; as a rule, active = well fitted curve in the direction sought with a large enough effect; inconclusive = small, poorly fitted or top-dose-only effect, or another doubt; inactive = no such curve, though single readings can be large; an effect the other way counts as inactive or inconclusive.

compound	MLL CXXC-DNA inh	hERG WT inh	KCNH2 3.1 inh	FBPA coupling cs	B2AR arrestin	Menin MLL FP TR	USP2a inh	PKM2 act	GALK inhibitor	TRPV1 agonist	Giardia kill
Cc1onc(-c2ccccc2Cl)c1C(=O)Nc1cccc(-c2nc3ncccn3c2C)c1	-3%	34	1	4	-0.2%	10%	1%	7%	-1%	-2	0
NNC(=O)c1ccccc1OCc1ccccc1	4%	-3	23	0	-0.1%	x	0%	-1%	-1%	16	-5
O=C1CCCN1C(=O)CCC(=O)N1CCCC1=O	14%	-3	2	1	0.8%	14%	-2%	-8%	0%	-3	-8
CCOC(=O)c1c(C)[nH]c(C)c1C(=O)COC(=O)C1CCCN1S(=O)(=O)c1ccccc1F (stereo not given)	-8%	-12	-2	1	0.2%	-2%	-1%	-1%	4%	0	0
COc1ccc(CNc2nc3ccc(C)cc3s2)c(OC)c1OC	0%	10	2	0	-0.6%	-1%	-2%	-3%	3%	2	u
CCCCCCOC(=O)C(C#N)c1nc2ccccc2nc1N1CCN(C)CC1 (stereo not given)	-1%	9	-71*	-5	-0.9%&0.2%	u	-5%&1%	-13%	4%	-3&5	-23
COCc1cc(C)nc(SCc2ccc(F)cc2)c1C#N	-10%	u	-16	0	-0.9%	0%	-11%	0%[11.5 µM]	1%	11	-2
COc1cc(C2CC(=O)N(c3ccc(C)cc3)C(=O)C2)cc(OC)c1OC	4%	-1	3	2	-0.2%	x	-14%	1%	3%	3	23
O=C1COc2ccc(S(=O)(=O)Nc3ccc4c(c3)OCO4)cc2N1	7%	-8	7	-1	0.3%	17%	0%	u	9%	14	-5
Cc1nonc1CC(=O)NC1CCCc2c1cnn2-c1ccc(F)cc1F (stereo not given)	1%	-4	32	x	0.1%	x	1%	x	1%	14	-10

Going on with the list:
compound	MLL CXXC-DNA inh	hERG WT inh	KCNH2 3.1 inh	FBPA coupling cs	B2AR arrestin	Menin MLL FP TR	USP2a inh	PKM2 act	GALK inhibitor	TRPV1 agonist	Giardia kill
CCOC(=O)C(C(=O)OCC)C(Nc1ccccc1)c1ccccc1 (stereo not given)	-6%	2	-9	0	-0.2%	7%	3%	5%	1%	-1	-29
O=C(COC(=O)c1ccc(F)c(S(=O)(=O)N2CCOCC2)c1)NCc1ccc(F)cc1	x	2	-20	x	0.4%	x	0%	x	x	x	-23
O=C(NNc1nc(-c2ccc(Cl)cc2)cs1)c1ccco1	18%	-3	1	2	5.6%	u	-7%	-12%	0%	2	18
COc1ccc(CCN2C(=O)/C(=C\c3ccco3)SC2=S)cc1OC	0%	-1	-23	-8	0.1%	116%[activator]	u	-5%	7%	6	-4
O=C(O)C1C(c2ccccc2)C(C(=O)OCCCO)C1c1ccccc1 (stereo not given)	5%	-18	-6	3	-0.6%	5%	1%	1%	2%	6	11
CCCNC(=O)C(Cc1ccccc1)NC(=O)c1cccc([N+](=O)[O-])c1 (stereo not given)	x	2	-7	x	-0.4%	x	-2%	x	x	3	6
O=C(NCc1cccs1)c1cnc2ccccn2c1=O	0%	0	-11	5	-0.6%	-2%	-1%	14%	2%	-6	4
COc1cc(CC(=O)OCC(=O)N2CC(=O)Nc3ccccc32)cc(OC)c1OC	13%	-9	2	0	-0.1%	-6%	0%	-2%	8%	3	-11
CCOC(=O)c1ccc(NC(=O)N2CCN(Cc3ccccc3)CC2)cc1	13%	-3	x	3	-0.2%	-9%	2%	-13%	-1%	u	3
CCCn1ncc(CN2CCC(N3CCC(C(=O)N4CCOCC4)CC3)CC2)c1C	10%	7	-4	3	0.6%	-8%	-2%	-3%	1%	2	-1

(next part)
compound	MLL CXXC-DNA inh	hERG WT inh	KCNH2 3.1 inh	FBPA coupling cs	B2AR arrestin	Menin MLL FP TR	USP2a inh	PKM2 act	GALK inhibitor	TRPV1 agonist	Giardia kill
N#CCCn1cc(/C=N/NC(N)=S)c(-c2ccccc2)n1	0%	0	0	4	-0.2%	-1%	1%	-5%	5%	1	3
Cc1cccn2c(=O)c(C(=O)NC3CC(C)CC(C)(C)C3)c(O)nc12 (stereo not given)	x	0	20	x	-0.1%	x	4%	x	x	1	4
CCOC(=O)c1ccc(NC(=O)N2CCN(Cc3cccc(F)c3)CC2)cc1	5%	12	12	3	0.1%	1%	-1%	-5%	0%	81*	3
COc1ccc(CCNC(=O)C2CCC(=O)N2CCc2ccccc2)cc1OC (stereo not given)	-3%	-1	8	0	0.1%	-2%	2%	1%	2%	0	20
CS(=O)(=O)c1ccc(N)cc1	7%	7	-6	1	0.5%	19%	0%	7%	1%	-3	22
CS(=O)(=O)N(CC(=O)NCC1CCCO1)c1cc(Cl)cc(Cl)c1 (stereo not given)	2%	-7	-5	-2	-1.9%	u	2%	19%	2%	x	-8
CCN(CC)C(=O)CSc1nnc2sc3ccccc3n12	-1%	24	-1	0	2.9%	-3%	3%	-2%	7%	-2	-5
COc1cccc(NC(=O)NCC2CCN(Cc3ccc(F)cc3)CC2)c1	u	4	-3	-1	0.4%	u	3%	x	4%	14	-7
CCN(CC)CCNC(=S)Nc1ccc2nc(N3CCN(C)CC3)cc(C)c2c1	u	2	-7	1	0.0%	-13%	1%	x	2%	2	4
O=c1oc2ccc(Br)cc2cc1S(=O)(=O)c1ccc(F)cc1	-5%	12	1	-1	0.0%	2%	1%	2.8µM*	-3%	u	14

Continued:
compound	MLL CXXC-DNA inh	hERG WT inh	KCNH2 3.1 inh	FBPA coupling cs	B2AR arrestin	Menin MLL FP TR	USP2a inh	PKM2 act	GALK inhibitor	TRPV1 agonist	Giardia kill
COc1ccc(-c2cc(C(F)(F)F)n3ncc(C(=O)NCC4CCCO4)c3n2)cc1OC (stereo not given)	0%	9	7	3	0.2%	6%	-5%	-10%	3%	8	-6
CCOC(=O)CSc1ncc(-c2ccccc2)nn1	-3%	-28	10	-1	0.4%	-3%	3%	4%	0%	-1	-6
O=C(CCCCCn1nnc2ccccc2c1=O)Nc1ccccc1F	-3%	10	7	2	-0.3%	-26%	3%	x	1%	-10	22
Clc1ccc(-c2csc(N/N=C/c3ccco3)n2)cc1	-9%	3	-3	-1	-0.6%	x	0%	-8%	4%	10	0
Cc1ccc(S(=O)(=O)NCC(=O)N(CC2CCCO2)C(C(=O)NC2CCCC2)C(C)C)cc1 (stereo not given)	30%	1	9	-1	0.6%	3%	0%	0%	6%	-2	12
COc1ccc(-c2cn3cccnc3n2)cc1NC(=O)C1CC1	-4%	4	-15	3	-0.2%	-20%	3%	4%	-5%	-2	13
COc1ccc(C(c2nnnn2C(C)C)N2CCN(C(=O)c3ccco3)CC2)cc1 (stereo not given)	-1%	2	5	0	-0.2%	-20%	1%	0%	8%	0	3
COc1ccccc1NS(=O)(=O)c1ccc(O)c(C(=O)OCc2cccc([N+](=O)[O-])c2)c1	7%	7	0	2	-0.1%	16%	-2%	-2%	8%	0	5
COc1ccccc1NC(=O)CN1C(=O)C(C)Oc2ccccc21 (stereo not given)	-8%	-22	-1	7	-0.5%	10%	0%	-2%	2%	6	-6
CN(C)S(=O)(=O)c1ccc(C(=O)NCc2nnc(SCC(=O)c3ccccc3)o2)cc1	23%	5	13	8	-0.3%	12%	1%	-1%	5%	-1	9

Other entries follow.
compound	MLL CXXC-DNA inh	hERG WT inh	KCNH2 3.1 inh	FBPA coupling cs	B2AR arrestin	Menin MLL FP TR	USP2a inh	PKM2 act	GALK inhibitor	TRPV1 agonist	Giardia kill
O=C(/C=C/c1ccccc1)OCC(=O)c1ccc[nH]1	x	9	0	x	-0.1%	x	0%	x	x	10	-6
O=C(CN1CCN(S(=O)(=O)c2cccc(Br)c2)CC1)NCCc1cccs1	x	5	5	x	0.2%	x	1%	x	x	2	-3
Cc1nc(Cl)sc1C(=O)Nc1cc(F)cc(F)c1	0%	-1	4	1	-0.2%	20%	3%	2%[11.5 µM]	6%	12	-12
CN(C)S(=O)(=O)c1ccc(C(=O)OCC2COC(C)(C)O2)cc1 (stereo not given)	4%	-7	-2	1	-0.6%	-9%	-1%	3%	12%	5	-10

From PubChem BioAssay

This is a subset (hit frequency here may not be typical).
